DAX1 inh-1: DAX1 (NR0B1) inhibitors on StAR promoter, primary screen, cell-based, luminescence, SF-1 (NR5A1), full-length DAX-1 | HEK293T StAR-luciferase reporter, SF-1/DAX-1 repression relief | 370,000 tested, 1.1% active | AID 652010, 2013 | inhibition, % at 6.8 µM;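 active = inhibition above the mean over all tested compounds plus 3 SD, cut at about 3.6% in these data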;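 note: 0% = DAX-1 cells with DMSO and 100% = cells lacking DAX-1 with DMSO; higher inhibition means more luminescence from relief of DAX-1 repression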
sPLA2-III inh: human group III sPLA2 inhibitors, primary screen, biochemical, QFRET, BODIPY PC-A2 liposome substrate; inhibition, % at 12.2 µM; 370,000 tested, 0.56% active; QFRET BODIPY PC-A2 liposome hydrolysis, fluorescence; AID 743126, 2013;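 active = inhibition above mean plus 3 SD of compounds lying within the high and low control bounds, cut at about 19% in these data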;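 note: 0% = median of test compound wells and 100% = no enzyme DMSO wells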
Target sequence (Q9NZ20 whole entry, looked up): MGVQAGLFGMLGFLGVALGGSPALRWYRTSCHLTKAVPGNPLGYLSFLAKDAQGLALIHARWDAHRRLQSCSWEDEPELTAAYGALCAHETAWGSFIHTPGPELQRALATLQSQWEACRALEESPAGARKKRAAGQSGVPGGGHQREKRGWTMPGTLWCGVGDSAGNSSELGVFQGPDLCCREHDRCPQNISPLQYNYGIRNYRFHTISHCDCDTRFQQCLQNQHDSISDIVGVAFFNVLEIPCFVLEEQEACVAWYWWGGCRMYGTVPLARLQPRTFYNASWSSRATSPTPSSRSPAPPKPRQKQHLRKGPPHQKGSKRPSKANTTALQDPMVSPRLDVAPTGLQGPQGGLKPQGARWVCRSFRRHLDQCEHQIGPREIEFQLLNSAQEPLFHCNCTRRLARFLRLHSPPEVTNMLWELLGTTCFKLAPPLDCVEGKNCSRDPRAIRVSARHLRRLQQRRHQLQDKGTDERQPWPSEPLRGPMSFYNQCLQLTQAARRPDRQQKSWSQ
NPR1 activator: GC-A stimulated cGMP production enhancers – HEK293 GC-A cells, cGMP TR-FRET, EC30 ANP, primary screen; 0% at EC30 ANP, 100% saturating ANP; 370,000 tested, 0.14% active; activation, % at 10 µM; in the data active = activation above about 40%
SMARCA2 activ: SMARCA2 (BRM) function activators, primary screen, cell-based, luminescence, high throughput; MG213 cells, MMTV-luciferase reporter, dexamethasone, overnight; activation, % at 9.1 µM; 370,000 tested, 1% active; in the data active = activation above about 7.8%;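 note: 0% = vehicle wells and 100% = reference activator wells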
KLK7 zymogen act: proKLK7 zymogen activators, primary screen, biochemical, fluorescence intensity. Kallikrein-7 (Homo sapiens), P49862. purified proKLK7, EDANS-DABCYL substrate fluorescence; 100% is mature enzyme control, 0% vehicle. activation, % at 7 µM. 370,000 tested, 0.9% active;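 active = activation above the mean of all tested compounds plus 3 SD, computed per campaign excluding outliers beyond control limits, cut at about 13% in these data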
Target sequence (P49862 whole entry, looked up): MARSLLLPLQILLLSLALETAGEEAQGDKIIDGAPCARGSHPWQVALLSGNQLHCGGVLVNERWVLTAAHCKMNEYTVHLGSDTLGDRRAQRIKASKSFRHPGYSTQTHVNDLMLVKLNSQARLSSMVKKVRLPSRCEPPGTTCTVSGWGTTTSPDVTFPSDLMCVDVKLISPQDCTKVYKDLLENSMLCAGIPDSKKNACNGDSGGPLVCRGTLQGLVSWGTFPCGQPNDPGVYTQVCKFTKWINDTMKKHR
hcDAF12 agonist: H. contortus DAF-12 nuclear receptor activators, primary screen, cell-based, luminescence, HEK293, lit1-tk-luc reporter; HEK293 hcDAF-12 lit1-tk-luc reporter; 0% DMSO, 100% Δ7-dafachronic acid; activation, % at 6.8 µM; 370,000 tested, 1.4% active; AID 652067, 2013;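 active = activation above the mean of all tested compounds plus 3 SD, cut at about 5.5% in these data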;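 note: 100% = response to 3 µM Δ7-dafachronic acid high control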
NPR2 activator: human GC-B receptor activators, primary screen, HEK293 GC-B cells, cGMP TR-FRET, EC30 CNP | Atrial natriuretic peptide receptor 2 (Homo sapiens), P20594 | 0% at EC30 CNP, 100% saturating CNP | activation, % at 10 µM | 370,000 tested, 0.11% active | AID 1920062, 2024;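 active = activation at 10 µM reaching about 35% in either raw or pattern-adjusted values, limit read from the data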
hgDAF12 agonist: H. glycines DAF-12 receptor agonists, primary screen, cell-based, luminescence, HEK293, GAL4 fusion, UAS-luciferase; Nuclear hormone receptor DAF-12 (Heterodera glycines), GAL4 fusion; HEK293 GAL4-hgDAF12 UAS-luciferase reporter, agonist luminescence; normalized to butyrate control; activation, % at 6.8 µM; 370,000 tested, 1.8% active;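 active = activation above a cutoff set at the mean of all screened compounds plus 3 SD, cut at about 10% in these data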;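 note: 0% = DMSO wells and 100% = sodium butyrate wells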
DAX1 inh-2: DAX1 (NR0B1) inhibitors, primary screen, cell-based, HEK293, Gal4-DAX1, luciferase luminescence. Nuclear receptor subfamily 0 group B member 1 (Homo sapiens), P51843. HEK293 Gal4-DAX1 luciferase reporter. inhibition, % at 6.75 µM. 340,000 tested, 0.99% active. AID 504766, 2011;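 active = inhibition above the mean over all tested compounds plus 3 SD, cut at about 4.2% in these data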;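 note: 0% = DAX1-transfected cells with DMSO and 100% = empty-vector control cells with DMSO; inhibition shows as a rise in luminescence from relieved DAX1 repression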
Target sequence (P51843 207-470 limits assumed): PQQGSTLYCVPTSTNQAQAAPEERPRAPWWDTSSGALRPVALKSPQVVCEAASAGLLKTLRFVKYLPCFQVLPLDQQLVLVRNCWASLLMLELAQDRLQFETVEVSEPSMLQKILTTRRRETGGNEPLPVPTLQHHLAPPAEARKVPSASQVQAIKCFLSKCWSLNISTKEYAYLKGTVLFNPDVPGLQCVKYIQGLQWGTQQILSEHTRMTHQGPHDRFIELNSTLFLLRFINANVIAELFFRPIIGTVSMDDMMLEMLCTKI
ssDAF-12 act: S. stercoralis DAF-12 nuclear receptor activators, primary screen, cell-based, luminescence, HEK293, GRIP1 co-expression, lit1-tk-luc; Nuclear hormone receptor DAF-12 (Strongyloides stercoralis); activation, % at 6.8 µM; AID 652126, 2013; 370,000 tested, 1% active; HEK293 ssDAF-12/GRIP1 lit1-tk-luc reporter; % of 3 µM dafachronic acid response;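 active = activation above the mean over all tested compounds plus 3 SD, cut at about 0.9% in these data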;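 note: 0% = DMSO-only wells and 100% = 3 µM delta7-dafachronic acid wells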
FXN GAA850 act: FXN promoter activators, primary screen, cell-based, luciferase luminescence, HEK293 lucGAA850 | HEK293 lucGAA850 FXN promoter luciferase reporter, 24 h; percent of 10 µM SAHA response | activation, % at 6 µM | 360,000 tested, 0.56% active | AID 540364, 2011;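 active = activation above the average of all compounds screened plus 3 SD, cutoff fixed separately per campaign, cut at about 7.5% in these data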;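 note: 0% = DMSO wells and 100% = 10 µM SAHA wells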
The depositor's hits bear a star; x = no result given.

Compound	sPLA2-III inh	DAX1 inh-2	hgDAF12 agonist	SMARCA2 activ	FXN GAA850 act	hcDAF12 agonist	ssDAF-12 act	NPR1 activator	DAX1 inh-1	NPR2 activator	KLK7 zymogen act
CCN(Cc1ccncc1)C(=O)c1cc(COc2c(F)cccc2F)on1	1.6	0.7	-0.9	-2.7	2.7	-0.5	-0.9	5.6	-0.3	5.0	-0.2
CCCN(CCC)S(=O)(=O)c1ccc(C(=O)NNC(=O)c2cc(OC)c(OC)c(OC)c2)cc1	-21.5	2.2	-3.6	-3.9	2.1	-0.3	-1.5	1.6	0.5	2.1	0.0
Cc1ccc(NC(=O)c2sc(N)nc2C)cc1	3.6	1.0	11.2*	4.3	4.2	6.9*	0.3	5.8	0.5	-3.2	-0.4
COc1ccc(NC(=O)CSc2nnc(N)n2CC(=O)Nc2ccc(OC)cc2)cc1	0.0	0.3	0.7	1.2	-0.7	0.1	-1.4	-2.2	0.2	3.0	-0.6
Nc1cc(C(=O)OCC(=O)NNC(=O)c2ccccc2F)ccc1Cl	-3.1	0.1	-0.6	-1.6	-0.5	1.5	-0.6	0.1	0.1	-0.8	1.2
OCCN(CCO)CC(O)CN(c1ccccc1)c1ccccc1 (stereo unspecified)	2.8	-1.9	0.4	2.9	-1.0	-0.7	-1.2	-1.4	0.6	-1.2	0.1
COc1cccc(NC(=O)Nc2ccc(F)cc2)c1	-9.3	2.2	4.7	1.9	4.0	0.8	1.7*	2.2	-0.1	-3.6	-0.1
CCCC(NC(=O)c1ccco1)c1nc2ccccc2[nH]1 (stereo unspecified)	-4.7	-0.7	2.5	-0.1	-1.9	0.3	-0.7	-5.4	0.6	-0.2	-0.5
O=C1CCC(NC(=O)c2ccccc2)C(=O)N1 (stereo unspecified)	1.2	-0.3	1.1	-0.5	0.3	-1.1	-1.4	4.2	0.3	-4.2	0.2
CC(C)C[C@@H]1CC2=C(C(=O)OC(C)(C)O2)[C@H](c2ccc(Cl)cc2)O1	11.2	x	-2.4	-2.8	x	-1.9	-1.0	-16.6	-1.6	-10.9	-0.3
COC(=O)c1nnn(-c2nonc2N)c1CSc1ccccn1	1.4	-0.3	-1.3	-0.5	-1.3	-0.8	-1.2	0.8	-1.0	-4.3	-0.1
CC(=O)N1CCCc2ccc(NS(=O)(=O)c3ccccc3)cc21	-1.2	-1.1	-3.4	-2.6	4.2	-0.9	-0.6	2.6	-0.2	-1.6	-0.3
COc1ccc(S[C@]2(C(=O)N3CCCC3)CC(=O)N(C(=O)/C=C/c3ccccc3)[C@@H]2c2ccc(OC)cc2)cc1	-4.2	x	-3.5	-4.5	x	-2.0	-0.7	-1.9	-3.0	12.8	-0.4
Nc1nc(Sc2ccc([N+](=O)[O-])c3nonc23)c2[nH]cnc2n1	11.1	0.5	-3.2	26.4*	3.1	-0.2	-1.3	2.2	-3.9	1.3	0.3
O=C(c1ccccc1)C1CCN(CC(=O)N2CCN(c3ccccc3)CC2)CC1	-0.5	2.4	1.0	-0.7	0.5	-0.9	-1.8	5.7	0.1	6.8	0.4
COC(=O)Cc1coc2cc(OC)ccc12	7.2	-0.4	1.3	0.2	1.8	-0.6	-1.4	3.4	0.1	-0.9	-0.2
O=C(Cn1c(CO)nc2ccccc21)Nc1cc(C(F)(F)F)ccc1N1CCOCC1	-3.9	-1.2	-0.6	2.2	-0.6	-2.7	-1.4	-9.9	-0.5	-5.7	0.8
Cc1cc(NC(=O)CCC(=O)N(c2ccccc2)C(C(=O)NC2CCCC2)c2ccc(F)cc2)no1 (stereo unspecified)	-1.8	-1.6	1.7	-2.4	0.3	-0.8	-0.3	-8.4	0.1	-1.5	-0.3
N#Cc1cc(C#N)c(N2CCN(c3ccccn3)CC2)nc1N	2.2	0.3	3.0	9.1*	6.6	-0.8	-1.1	-6.5	0.6	-5.0	0.3
C=Cn1cc[n+](CC(=O)c2ccc(Br)s2)c1	-6.3	1.0	4.5	-2.1	2.0	-0.8	-1.2	0.3	-0.4	2.9	-0.4

Next section.
Compound	sPLA2-III inh	DAX1 inh-2	hgDAF12 agonist	SMARCA2 activ	FXN GAA850 act	hcDAF12 agonist	ssDAF-12 act	NPR1 activator	DAX1 inh-1	NPR2 activator	KLK7 zymogen act
CCc1ccc(NC(=O)N2CCN(C(=O)C3CCCO3)CC2)cc1 (stereo unspecified)	5.3	0.1	3.2	-3.8	1.2	1.5	-0.5	-0.6	0.5	-1.9	-0.4
C[C@H](CO)N1C[C@H](C)[C@@H](CN(C)S(=O)(=O)c2ccccc2)Oc2ccc(NC(=O)C3CC3)cc2C1=O	0.0	-1.5	-1.4	5.4	2.5	-1.9	-1.1	-0.2	-1.1	3.9	0.8
c1cncc(C(c2nnnn2C2CCCC2)N2CCN(Cc3ccc4c(c3)OCO4)CC2)c1 (stereo unspecified)	-0.6	-0.8	0.1	-4.0	2.9	0.3	-1.8	-2.8	0.5	-5.6	0.4
COC(=O)C1=C(C)N(Cc2ccccc2C(F)(F)F)C(=NCc2ccc3c(c2)OCO3)NC1c1cccc(Cl)c1 (stereo unspecified)	1.9	x	2.2	-0.7	x	2.4	0.4	-13.6	-0.8	-12.1	0.3
C[C@H]1CN([C@@H](C)CO)C(=O)c2cccc(NC(=O)c3ccncc3)c2O[C@H]1CN(C)C(=O)Nc1ccccc1	10.8	0.5	-1.0	-0.5	-1.2	-0.1	-1.2	0.7	-0.2	1.5	-0.1
Cn1c(=O)c2c(nc(NCc3ccco3)n2Cc2ccccc2Cl)n(C)c1=O	5.5	-1.7	-0.2	-0.9	0.8	-1.7	-1.1	16.0	0.1	17.3	0.6
Cc1sc2ncnc(NCC(c3ccccc3)N(C)C)c2c1C (stereo unspecified)	1.5	-0.2	-2.1	0.3	0.2	-1.8	-1.1	-17.4	0.0	-10.4	-0.7
CCN(CC)C(=O)CSc1nc2ccccc2n1CC(=O)N1CCN(c2ccccc2OC)CC1	0.2	-0.8	1.5	1.6	-2.4	0.0	-1.2	-2.0	-0.7	2.8	-0.2
Cc1cccc(CCNC(=O)c2oc3c(C)c(C)ccc3c2C)n1	-8.4	3.2	-1.4	-3.0	1.0	1.5	-2.0	-3.0	0.2	-2.9	-0.1
CCN1CCN(c2oc(-c3ccc(OC)cc3)nc2C#N)CC1	6.2	-0.9	0.3	-1.7	2.0	0.1	-0.9	-1.3	-0.3	-1.6	0.3
CC(NS(=O)(=O)c1ccc(Br)cc1)C(c1cccs1)N1CCN(C)CC1 (stereo unspecified)	-2.4	1.1	0.2	-1.3	17.4*	-0.5	-1.4	-12.0	-0.3	-8.5	1.0
Cc1ccc(S(=O)(=O)NCCCc2ccc3c(c2)[C@]2(CCC[C@@H](OCc4ccccc4)[C@@H]2NC(=O)CCc2ccccc2)C(=O)N3Cc2ccccc2)cc1	-2.1	x	1.6	-1.3	x	0.3	-1.4	1.2	-0.2	-1.3	-0.3
CCOC(=O)C1=C(C)NC(C)=C(C(=O)OCC)C1c1cccc(C)n1	9.9	0.8	-3.3	-2.9	0.2	-1.3	-1.0	4.3	0.4	2.2	0.1
O=C(COc1ccc(Cl)cc1Cl)NN1C(=O)C2C3C=CC([C@@H]2C1=O)C31CC1 (stereo partly specified)	15.3	-0.5	-1.2	-4.9	3.6	-0.7	0.1	8.7	-0.3	9.5	-0.2
Cc1nn(C)c(C)c1NS(=O)(=O)c1cccc(Br)c1	4.2	-0.7	-2.6	-2.9	-0.3	-2.7	-1.2	1.4	-3.2	-3.0	0.1
Cc1ccc(/C=N/N(Cc2ccccc2)c2ccccc2)o1	-6.5	0.2	0.4	0.3	3.5	1.1	-1.1	-11.2	-0.4	-7.4	0.2
COc1c(S(=O)(=O)NCCCn2ccnc2)ccc(Cl)c1Cl	-4.1	0.6	0.3	1.6	1.2	-0.7	-1.2	-0.4	0.2	0.8	-0.1
COCCNC(=O)C1(C)CCN(C(=O)c2ccc(SC(F)(F)F)cc2)C1 (stereo unspecified)	6.5	x	-0.5	-3.3	-0.8	0.4	-0.8	4.0	-0.3	6.2	-0.6
O=C(NCCN1CCN(c2ccccc2F)CC1)C1CCCN(S(=O)(=O)c2cnc[nH]2)C1 (stereo unspecified)	-8.8	0.2	-3.7	-0.1	-0.3	-0.2	-1.4	4.5	-0.2	-5.6	-0.1
O=C(NCCN1CCOCC1)c1cnn2c1NC(c1cccs1)CC2C(F)(F)F (stereo unspecified)	-2.0	x	-0.7	-1.9	-0.4	-0.4	-1.3	2.1	-0.2	1.2	-0.1

(further entries)
Compound	sPLA2-III inh	DAX1 inh-2	hgDAF12 agonist	SMARCA2 activ	FXN GAA850 act	hcDAF12 agonist	ssDAF-12 act	NPR1 activator	DAX1 inh-1	NPR2 activator	KLK7 zymogen act
Cc1ccc(N2CCN(C(=S)c3ccc(N(C)C)cc3)CC2)cc1	14.7	-0.4	0.4	3.2	1.5	2.6	-1.0	-3.1	1.1	1.5	0.7
COc1ccc(C(=O)NCCNc2ccccc2[N+](=O)[O-])cc1	-0.9	4.1	19.2*	3.8	4.5	3.5	0.3	-4.6	8.0*	-4.7	0.1
Cc1cc(NC(=O)CCSc2ccccc2)ccc1Br	-5.6	-0.6	2.6	7.1	3.2	0.6	-1.0	1.6	0.5	-0.1	-0.4
COc1ccc(OC)c(-n2c(=S)[nH]c3cc(C(=O)N(C)Cc4ccccc4)ccc3c2=O)c1	13.3	-0.2	-3.9	-2.6	-12.9	-1.7	-1.5	-1.1	0.7	1.9	0.2
O=C(CN1CCC(NC(=O)Nc2ccccc2)CC1)Nc1ccccc1F	11.2	-1.6	0.7	-2.1	0.5	-3.2	-0.8	5.3	0.1	-1.7	-0.6
O=C(CCCl)NC1CCCCN(Cc2ccc(OC(F)(F)F)cc2)C1=O (stereo unspecified)	7.3	x	-1.4	0.3	x	-3.9	-0.9	2.3	-1.0	5.9	0.0
Cn1nnnc1Sc1c(Cl)cccc1[N+](=O)[O-]	2.4	0.6	0.7	2.4	0.0	0.3	-0.2	4.7	-1.6	0.2	0.5
O=C(COC(=O)c1c[nH]c(=O)[nH]c1=O)Nc1ccccc1F	4.7	0.0	-1.5	-4.2	2.1	-0.3	-1.2	-1.7	0.1	-2.0	-0.5
COc1ccccc1Nc1nc2ccccc2n1C	-1.4	1.2	9.6	4.7	0.6	2.6	-1.1	-5.3	3.1	3.0	0.6
N#C/C(=C\c1c(N2CCC(C(N)=O)CC2)nc2ccccn2c1=O)C(=O)NC1CCCCC1	1.0	-0.1	-3.8	1.2	1.2	-0.6	-1.4	5.2	0.9	9.7	0.2

Screening data (PubChem)
